MCF10A rereplic: inducers of DNA re-replication in MCF 10A breast cells | MCF 10A DNA re-replication, Hoechst nuclear intensity, 48 h | Potency, µM (doses to about 46.1 µM), for inactives: top-dose activity, positive = re-replication, usual class: activators | hit rate 2.9% among 350,000 | AID 624296; further: potency means the concentration at half of the fitted maximal effect; % of control where 0% means no effect; nearly all actives have a fitted effect of over 50% in size
SW480 rereplic: DNA re-replication induction in SW480 cells | SW480 DNA re-replication, Hoechst DNA content imaging, 48 h | Potency, µM (top dose mostly 46.1 µM), inactives show at the highest dose re-replication activation, most hits filed as activators | hit rate 1.8% among 340,000 | AID 624297; further: potency means the concentration at half of the fitted maximal effect; % of control where 0% means no effect; nearly all actives have a fitted effect of over 55% in size
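Image-based read-out: total Hoechst fluorescence of nuclei (405 nm excitation, 500-530 nm emission), with hits raising the fraction of high-intensity nuclei. SW480 colon cells incubated 48 hr with compounds at 37 C.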
IL-1B inflam inh: inhibitors of inflammasome signaling (IL-1 beta secretion). AID 743279. hit rate 4.7% among 360,000. THP-1 LPS/ATP IL-1B secretion, AlphaLISA, 16 h; active compounds read low. activity change, % at 57.5 µM; in the data active means activity change below about -50%; inconclusive means mostly about -30% to -49%; further: on the % scale 0 is the no-effect control and ±100 the full control effect
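THP-1 cells pretreated 1 hr with compounds (up to 57.5 uM final), then stimulated with LPS (250 ng/mL final) plus ATP (1.25 mM final); secreted IL-1B measured by AlphaLISA after 16 hr, decreased signal indicating inhibition.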
HT1080-NT tox: kills 2HG-producing HT-1080-NT fibrosarcoma cells. HT-1080-NT fibrosarcoma viability, CellTiter-Glo ATP luminescence, 48 h. Potency, µM (series often up to 46.1 µM), without a hit: top-dose activity, negative = less viability, most hits filed as cytotoxic. hit rate 1.6% among 360,000;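 further: NT is the 2HG producing partner of a matched IDH1 knockdown line; potency means the concentration at half of the fitted maximal effect; 0% = DMSO-treated cells and -100% = media-only wells without cells; nearly all actives have a fitted effect of over 55% in size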
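HT-1080-NT fibrosarcoma cells (2HG-overproducing), 750 cells/well in RPMI with 5% FBS, dosed after 2 h and incubated 48 h at 37C. CellTiter-Glo luminescence normalized to DMSO and no-cell wells; concentration-response curves fitted and classed.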
S2 tox: reduces viability in counter-screen for ATXN expression inhibitors. Potency, µM (doses to about 56.7 µM), usual class: cytotoxic. hit rate 0.49% among 400,000. AID 651635. S2 cells (HEK-293 line with an ATXN2-luciferase reporter) viability, CellTiter-Fluor protease fluorescence, 24 h; further: potency means the concentration at half of the fitted maximal effect; nearly all actives have a fitted effect of over 40% in size
KB-V1 cytotox: kills drug-selected multidrug resistant KB-V1 cells; KB-V1 MDR cells viability, CellTiter-Glo, 72 h; Potency, µM (series often up to 46.1 µM), for inactives: top-dose activity change, negative = cytotoxicity, hits mostly cytotoxic; hit rate 3.4% among 400,000; AID 1347076; further: potency means the concentration at half of the fitted maximal effect; on the % scale 0 is the no-effect control and ±100 the full control effect; nearly all actives have a fitted effect of over 60% in size
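Following 72 h at 37 degrees C with compound, KB-V1 cell viability was read by CellTiter-Glo luminescence, medium being phenol-red-free DMEM plus 10% FBS; concentration-response parameters came from normalized, curve-fitted qHTS data.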
KB-3-1 cytotox: kills parental KB-3-1 adenocarcinoma cells; KB-3-1 viability, CellTiter-Glo ATP luminescence, 72 h; Potency, µM (titrated, usually from 46.1 µM), for the others: top-dose activity change, negative = cytotoxic, most hits filed as cytotoxic; hit rate 1.4% among 400,000; AID 1347075; further: potency means the concentration at half of the fitted maximal effect; on the % scale 0 is the no-effect control and ±100 the full control effect; nearly all actives have a fitted effect of over 60% in size
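Viability of parental KB-3-1 cells, measured by CellTiter-Glo luminescence, followed a 72 h incubation at 37 °C with pinned compounds in phenol-red-free DMEM containing 10% FBS.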
ATXN2 expr inh: inhibitors of ATXN2 expression; HEK-293 ATXN2-luciferase reporter, luminescence, 24 h; Potency, µM (doses to about 57 µM), inactives show top-dose activity change, negative = inhibition, actives largely listed as inhibitors; hit rate 0.72% among 360,000; AID 1745845; further: potency means the concentration at half of the fitted maximal effect; on the % scale 0 is the no-effect control and ±100 the full control effect; nearly all actives have a fitted effect of over 55% in size
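ATXN2-luciferase reporter cells (luciferase flanked by upstream and downstream ATXN2 gene portions) were treated 24 h at 37 °C with compounds at up to 57 uM. SteadyGlo luminescence gave expression; GF-AFC fluorescence gave viability.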
HT1080 IDH1KD tx: kills HT-1080 cells with IDH1 knockdown; HT-1080 IDH1 knockdown viability, ATP luminescence, 48 h; Potency, µM (series often up to 46.1 µM), for the others: top-dose activity, negative = toxicity, actives largely listed as cytotoxic; hit rate 2% among 360,000; AID 686971;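 further: potency means the concentration at half of the fitted maximal effect; 0% = DMSO wells and -100% = cell-free medium wells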
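% activity derives from luminescence (CellTiter-Glo), normalised to DMSO and no-cell wells. HT-1080-IDH1KD cells, 750/well, had 48 h compound exposure at 37 °C.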
Starred values were filed as active, the others as inactive; i = inactive; ? = inconclusive; . = no result given; [ ] = remark or other dose. Unless noted, the call rests on the fitted dose curve; in most records, active means well fitted curve in the direction sought with a large enough effect; inconclusive means small, poorly fitted or top-dose-only effect, or another doubt; inactive means no such curve, though single readings can be large; an effect the other way counts as inactive or inconclusive.

SMILES	MCF10A rereplic	SW480 rereplic	IL-1B inflam inh	HT1080-NT tox	S2 tox	KB-V1 cytotox	KB-3-1 cytotox	ATXN2 expr inh	HT1080 IDH1KD tx
C=C(CC[C@@H](O)C(C)(C)O)[C@H]1CC[C@]2(C)[C@@H]1CCC1[C@@]3(C)CC[C@H](O)C(C)(C)C3CC[C@]12C (stereo partly specified)	?	-4%	29	0%	i	-2%	6%	4%	0%
CC(C)NC(=O)N(C)C[C@H]1Oc2c(NS(=O)(=O)c3ccc(F)cc3)cccc2C(=O)N([C@H](C)CO)C[C@@H]1C	-1%	-4%	6	10%	i	2%	17%	1%	14%
COc1cc2c(cc1OC)C(c1cc([N+](=O)[O-])ccc1O)NCC2 (stereo unspecified)	1%	-3%	-7	1%	?	18%	5%	-17%	-2%
O=C(CNS(=O)(=O)c1ccc([N+](=O)[O-])cc1)N/N=C\c1ccc(O)cc1	8%	-6%	45	-2%	i	-10%	-5%	.	-4%
CC(C)N(C(=O)COC(=O)[C@@H]1CC(O)CN1S(=O)(=O)c1ccccc1[N+](=O)[O-])C(C)C (stereo partly specified)	1%	0%	0	28%	i	3%	9%	-4%	24%
CCC(C)N(C(=O)CSc1nnc2ccccn12)C1CCS(=O)(=O)C1 (stereo unspecified)	?	?	-4	8%	i	2%	4%	15%	6%
CCOC(=O)C(C)N1CC(=O)N(c2ccccc2)C1=O (stereo unspecified)	0%	-10%	18	13%	i	3%	1%	0%	10%
Cc1nc(CN2CCN(C(=O)NC3(c4ccccc4)CC3)CC2)cs1	6%	-2%	-17	-5%	i	-23%	-13%	2%	-4%
CCN(C1CCCCC1)S(=O)(=O)c1ccc(S(=O)(=O)N(CC(=O)Nc2ccccc2)C2CC2)cc1	11%	1%	0	-2%	i	6.5µM*	0%	-6%	-10%
COc1ccc(C2Nc3ccccc3C(=O)N2O)cc1CN1CCOCC1 (stereo unspecified)	29%	43%	5	11%	i	-15%	-24%	-23%	15%
O=C(O)CN1C(=O)CSc2ccccc21	8%	-1%	9	1%	i	10%	-13%	6%	5%
CCn1c(CNC(=O)C2CCCCC2)cc2cc(C)ccc21	-1%	-1%	15	0%	i	-28%	-1%	-1%	-4%
O=C(C1CCCN(S(=O)(=O)c2cccc3nsnc23)C1)N1CCN(c2ccccc2F)CC1 (stereo unspecified)	.	.	.	.	i	2%	-4%	-9%	.
C=Cn1ccnc1P(=S)(c1ccc2c(c1)c1ccccc1n2CC)c1nccn1C=C	8%	4%	?	?	i	?	?	?	-23%[9.24 µM]
COc1c(Br)cc(/C=N/n2c(-c3ccccc3)n[nH]c2=S)c(O)c1Br	18%	9%	47	-18%	.	-17%	1%	.	?
O=C(CN1CCN(S(=O)(=O)c2cccs2)CC1)N1CCCCC1	.	.	4	19%	i	-3%	14%	13%	14%
Cc1ccc(C)c(OCCC(=O)NNC(=O)Cn2nc(C)cc2C)c1	0%	-11%	9	-5%	i	9%	0%	3%	-6%
C/C(=N\NC(=O)c1cc(O)ccc1O)c1cccc(NC(=O)c2cccc(Cl)c2)c1	11%	26%	9	-16%	i	?	?	5%	-4%
Cc1cc(C)n(-c2ccc(C(=O)NC3CCCCC3)cc2)n1	1%	0%	?	22%	i	?	20%	7%	3%
CC1(C)Cc2cccc(OCC(=O)Nc3nccs3)c2O1	10%	1%	36	-19%	i	-7%	11%	-11%	-19%
COc1cc(OC)cc(C(=O)Nc2cccc3cccnc23)c1	15%	-3%	?	-2%	i	?	3%	0%	-5%
CCOC(=O)C1=C(C)N=c2s/c(=C\c3ccc(OCC(=O)O)cc3)c(=O)n2C1c1ccc(OC(C)C)cc1 (stereo unspecified)	15µM*	-40%[inhibitor]	-11	-22%	i	?	13%	-12%	-21%
CC(C)Cn1c(SCC(=O)NC2CC2)nc2ccccc21	.	.	16	-1%	i	?	3%	.	-3%
CN(Cc1cccc(Cl)c1Cl)C(=O)c1cc(S(=O)(=O)N2CCOCC2)ccc1F	?	13%	?	-12%	i	-6%	-13%	-38%	-2%
CCN(C(=O)CN1CCCc2cc(C)ccc21)c1c(N)n(Cc2ccccc2)c(=O)[nH]c1=O	0%	-4%	33	6%	i	23%	19%	3%	13%
COc1ccc(-c2c(-c3cc(OC)cc(OC)c3)n(C)c3ccc(-c4cnc(N)nc4)cc23)cc1	?	1%	-8	0%	i	-6%	-7%	0%	4%
Cc1ccc(C)c(-n2c(Cc3cc(=O)[nH]c(=O)[nH]3)nnc2SCC(=O)NCc2ccco2)c1	-1%	-3%	14	25%	?	1%	12%	-28%	15%
COc1cc(NC(=S)N2CCN(Cc3ccccc3)CC2)cc(OC)c1	-1%	5%	9	1%	i	5%	0%	3%	1%
Cc1cccc(Cc2c(C)nc3nc(SCc4ccccc4F)nn3c2C)c1	.	.	.	.	i	-8%	-13%	1%	.
CCc1cc(C=C(Cl)Cl)oc(=O)c1C	5%	2%	?	5%	i	4%	-15%	-15%	?
CC(=O)CC(=O)Nc1ccn(-c2ccccc2)n1	-2%	16%	-6	11%	i	13%	-3%	-5%	14%
O=C(c1ccc(S(=O)(=O)N2CCCCC2)cc1)N1CCN(c2ccccc2F)CC1	5%	-2%	?	2%	i	5%	-5%	-11%	10%
COc1ccc(-c2cc(C(=O)N3CCOCC3)no2)cc1	0%	-1%	-2	-2%	i	17%	1%	0%	1%
COc1cccc(NC(=O)C2CCC(CNS(=O)(=O)c3ccc4c(c3)CC(C)N4C(C)=O)CC2)c1 (stereo unspecified)	9%	19%	24	-11%	i	-11%	-23%	-1%	-21%
CC1CCN(C(=O)C(=O)c2cn(CC(=O)N3CCCC3)c3ccccc23)CC1	0%	3%	0	4%	i	-1%	3%	0%	3%
COc1cc(C(=O)OCC(=O)N(CC(C)C)C2CCS(=O)(=O)C2)cc(OC)c1C (stereo unspecified)	?	0%	33	-1%	i	0%	0%	0%	14%
COc1ccc(N2CCN(C(=O)c3cc(S(=O)(=O)N4CCC(C)CC4)cn3C)CC2)cc1	.	.	.	.	i	-5%	?	9%	.
CCCSc1ccc([C@H]2N[C@@](C)(C(=O)OC)[C@H]3C(=O)N(C)C(=O)[C@@H]23)cc1	2%	25%	13	10%	i	-5%	-5%	-7%	6%
COc1cc(C(=O)Oc2cccc(C)c2)cc(OC)c1OC	-4%	-2%	10	-3%	i	-5%	15%	2%	0%
Cc1ccc(NS(=O)(=O)c2cc3c4c(cccc4c2)C(=O)NC3=O)cc1C	15µM*	28%	-20	7.3µM*	i	?	15µM*	?	5.2µM*
CN(Cc1ccccc1Cl)C(=O)CCNC(=O)c1ccco1	2%	16%	3	1%	i	0%	-4%	-2%	-7%
COc1ccc(S(=O)(=O)NCC(=O)N(CC(=O)NCC2CCCO2)Cc2ccc(F)cc2)cc1 (stereo unspecified)	14%	-2%	-23	3%	i	-1%	-5%	5%	0%
Cc1ccc(NC(=O)N2CCC(C(=O)Nc3ccc(C)cc3C)CC2)cc1	2%	-2%	11	7%	?	4%	8%	-8%	5%
O=C(c1cccnc1)N1CCN(C(=O)c2ccco2)CC1	4%	-3%	17	-14%	i	-7%	1%	-7%	23%
Cc1cc(C(=O)NCc2cc(C)n(C)n2)sc1-c1ccccc1	-7%	-3%	39	-24%	i	-9%	-2%	-4%	-27%
O=C(O)C(Cc1ccccc1)N1C(=O)c2cccc3cccc(c23)C1=O (stereo unspecified)	-2%	1%	47	-2%	i	19%	12%	-16%	3%
O=C(Nc1ccon1)Nc1cc(Cl)ccc1Cl	0%	9%	0	-11%	i	6%	7%	-5%	-6%
O=C1CC(NS(=O)(=O)c2ccccc2F)CN1c1ccc2c(c1)OCCO2 (stereo unspecified)	12%	-4%	6	-3%	i	-4%	-8%	9%	0%
CC(=O)C1(C)CCC2C3C=C(C)C4=CC(=O)CCC4(C)C3CCC21C (stereo unspecified)	16µM*	0%	-73*	0%	i	4.6µM*	?	0%	7%
CCOC(=O)C1(Cc2ccccc2C)CCCN(C(=O)c2ccc(COC)o2)C1 (stereo unspecified)	3%	1%	0	6%	i	?	11%	37%[activator]	-3%
CN(CC1CCCN(CCc2ccc(Cl)cc2)C1)C(=O)c1ccco1 (stereo unspecified)	?	2%	-2	2%	i	?	5%	-5%	-11%
O=C(NCc1ccc(F)cc1)c1nnc(Cc2cccc(F)c2)o1	.	.	.	.	i	13%	-6%	-5%	.
O=C(COc1ccccc1)Nc1ccc(S(=O)(=O)N(Cc2ccccc2)c2ccccc2)cc1	.	.	.	.	i	0%	-1%	6%	.
O=C(CN1C(=O)CCC1=O)Nc1ccc2c3c(cccc13)CC2	9%	-4%	18	7%	i	?	14%	-16%	-1%
O=C(c1cc(COc2cccc3cnccc23)on1)N1CCC(c2ccccc2Cl)C1 (stereo unspecified)	-7%	-17%	-1	?	?	0%	-21%	.	-21%
COc1cc(/C=C2\CCC/C(=C\c3ccc(O)c(OC)c3)C2=O)ccc1O	4.1µM*	?	-95*	18µM*	.	?	?	?	5.8µM*
Cc1cccc(C)c1NS(=O)(=O)c1ccc(NC(=O)c2ccc(Cl)c([N+](=O)[O-])c2)cc1	?	?	-90*	?	25µM*	?	3%	.	?
Cc1cccc2cc(C#N)c(NCCNC(=O)COc3ccccc3)nc12	?	8%	-4	-3%	i	-7%	?	-22%	-4%

Screening data deposited in PubChem BioAssay by National Center for Advancing Translational Sciences (NCATS).
